M. tuberculosis HTS – M. tuberculosis growth inhibition, HTS (AID 449762); 330,000 compounds, 0.59% hits; inhibition, % at 25 µM, or IC50 in µM where a hit was titrated; M. tuberculosis H37Rv growth inhibition, 7H9 media; higher % means a stronger effect; in the data active = a potency from the dose series; inconclusive = inhibition above about 70% without an active follow-up result;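 note: bacterial growth assessed after seven days of incubation; strong numbers were not always called active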
M. tuberculosis – growth inhibition of non-replicating M. tuberculosis (AID 488890); inhibition, % at 25 µM; hits with a dose series show IC50 in µM; 320,000 compounds, 0.39% hits; Mycobacterium tuberculosis non-replicating, growth inhibition; higher % means a stronger effect; in the data active = a potency from the dose series; inconclusive = inhibition mostly from about 82% at the one dose, without a potency; inactive = the rest, 99 in 100 with inhibition below about 76%;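 note: plate controls were DMSO cells for no effect and high antibiotic wells for full effect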
H1N1 NS1A inhibition – H1N1 influenza NS1A inhibitors, functional cell based assay (AID 504329). NS1A functional cell-based assay, percent inhibition; higher % means a stronger effect. inhibition, % at 12.5 µM, or IC50 in µM where a hit was titrated. 340,000 compounds, 0.3% hits; in the data active = a potency from the dose series; inconclusive = inhibition above about 27% without an active follow-up result; note: strong numbers were not always called active
Salmonella PhoP GFP – Inhibition of PhoP regulon, Salmonella typhi GFP reporter cells, confirmation, 4 h (AID 1850); Salmonella Typhi PhoP-promoter GFP reporter, fluorescence, 4 h; higher % means a stronger effect; inhibition, % at 50 µM, or IC50 in µM where a hit was titrated; 310,000 compounds, 0.33% hits; in the data active = a potency from the dose series; inconclusive = inhibition mostly from about 25% at the one dose, without a potency; inactive = the rest, 99 in 100 with inhibition below about 19%;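 note: 0% = induced wells with vehicle and 100% = uninduced wells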
inhibitors of VEEV – inhibitors of VEEV TC-83 cytopathic effect, confirmation, Vero cells (AID 588727) | 350,000 compounds, 0.13% hits | one-dose inhibition, % at 20 µM; IC50 in µM for titrated hits | Vero cells, VEEV TC-83 cytopathic effect inhibition; higher % means a stronger effect; in the data active = a potency from the dose series; inconclusive = inhibition mostly from about 14% at the one dose, without a potency; inactive = the rest, 99 in 100 with inhibition below about 12%; note: strong numbers were not always called active
inhibitors of VEEV 10K pilot screen – also measured in inhibitors of VEEV; calls as there; inhibition, %; measured here: 10K pilot screen inhibition
Numbers without * were called inactive; i = inactive; ? = inconclusive; / = not tested or not shown.

A first look, 20 compounds:
SMILES	M. tuberculosis HTS	M. tuberculosis	H1N1 NS1A inhibition	Salmonella PhoP GFP	inhibitors of VEEV	others
COc1cc(NC(=O)c2ccc(-c3cccc(F)c3)o2)ccc1NC(=O)c1ccccc1Cl	2%	17%	-41%	/	4.6%
COc1cccc(CN2CC(C(=O)NCc3ccc(C)o3)CCC2=O)c1 (stereo unspecified)	/	/	-5%	/	0.2%
COc1cccc(-c2nnn(CC(=O)N(CC(C)C)C3CCS(=O)(=O)C3)n2)c1 (stereo unspecified)	-3%	-9%	-4%	3%	1.1%
Cn1cccc1C(=O)C(=O)Nc1cc(Cl)cc(Cl)c1	7%	13%	-2%	8%	6.7%
CCOC(=O)c1[nH]c(C)c(C(=O)N2CCN(c3ccccc3OC)CC2)c1C	2%	-22%	2%	-1%	3.1%
COc1ccc(-c2sc(NC(C)=O)nc2-c2ccccc2)cc1	8%	-6%	13%	-3%	0.1%
C[C@H](CO)N1C[C@H](C)[C@@H](CN(C)Cc2ccccc2)Oc2ccc(NC(=O)CCCCCC(=O)Nc3ccccc3N)cc2C1=O	7%	4%	2%	/	0.2%
Cc1cc(C)c(NC(=O)CSc2nc3ccc(NC(=O)CSc4nnnn4-c4ccccc4)cc3s2)c(C)c1	-10%	-18%	1%	2%	i
COCCNS(=O)(=O)c1ccc(C)c(C)c1C	1%	-7%	-17%	5%	1.4%
COc1cccc(CNC(=O)C2CCCN(S(=O)(=O)c3cccc4nonc34)C2)c1 (stereo unspecified)	2%	4%	-4%	5%	0.1%
O=C(O)c1ccc2c(c1)NC(=O)C(N1CCCC1)S2 (stereo unspecified)	-9%	-30%	20%	-4%	3.7%	inhibitors of VEEV 10K pilot screen=0.6
CC(=O)Nc1nc(S(=O)(=O)c2ccc(C)cc2)c(Cl)s1	-11%	10%	2%	1%	3.6%
CCOC(=O)C1=C(C)N(CCCCCC(=O)O)C(=O)NC1c1ccccc1OS(=O)(=O)c1ccc(C)cc1 (stereo unspecified)	6%	-9%	-5%	-4%	0.1%
O/N=C/C1=C(Cl)c2ccccc2CC1	0%	18%	-2%	125µM*	1.8%
CC(=O)Nc1ccc(NC(=O)C(C)Oc2ccccc2F)cc1 (stereo unspecified)	-8%	-3%	-18%	17%	i
CCOc1ccccc1Oc1cn[nH]c1-c1ccc(OCC(=O)NN)cc1O	-1%	-12%	3%	3%	1.4%
COC(=O)N/N=C/c1ccc([N+](=O)[O-])s1	-5%	i	8%	-4%	i
CCOc1ccc(NC(=O)Cn2nnc(-c3ccccc3NC(=O)c3cccs3)n2)cc1	3%	-8%	5%	-9%	2.5%
COc1ccc(CCN2CC(C(=O)N(C)CCn3nc(C)cc3C)CCC2=O)cc1 (stereo unspecified)	0%	-14%	-7%	2%	1.4%
Cc1onc(-c2c(F)cccc2Cl)c1C(=O)NCc1ccc(F)cc1	-2%	-18%	-6%	-8%	0.4%

Main list (from the top)
SMILES	M. tuberculosis HTS	M. tuberculosis	H1N1 NS1A inhibition	Salmonella PhoP GFP	inhibitors of VEEV	others
COc1cc(NC(=O)c2ccc(-c3cccc(F)c3)o2)ccc1NC(=O)c1ccccc1Cl	2%	17%	-41%	/	4.6%
COc1cccc(CN2CC(C(=O)NCc3ccc(C)o3)CCC2=O)c1 (stereo unspecified)	/	/	-5%	/	0.2%
COc1cccc(-c2nnn(CC(=O)N(CC(C)C)C3CCS(=O)(=O)C3)n2)c1 (stereo unspecified)	-3%	-9%	-4%	3%	1.1%
Cn1cccc1C(=O)C(=O)Nc1cc(Cl)cc(Cl)c1	7%	13%	-2%	8%	6.7%
CCOC(=O)c1[nH]c(C)c(C(=O)N2CCN(c3ccccc3OC)CC2)c1C	2%	-22%	2%	-1%	3.1%
COc1ccc(-c2sc(NC(C)=O)nc2-c2ccccc2)cc1	8%	-6%	13%	-3%	0.1%
C[C@H](CO)N1C[C@H](C)[C@@H](CN(C)Cc2ccccc2)Oc2ccc(NC(=O)CCCCCC(=O)Nc3ccccc3N)cc2C1=O	7%	4%	2%	/	0.2%
Cc1cc(C)c(NC(=O)CSc2nc3ccc(NC(=O)CSc4nnnn4-c4ccccc4)cc3s2)c(C)c1	-10%	-18%	1%	2%	i
COCCNS(=O)(=O)c1ccc(C)c(C)c1C	1%	-7%	-17%	5%	1.4%
COc1cccc(CNC(=O)C2CCCN(S(=O)(=O)c3cccc4nonc34)C2)c1 (stereo unspecified)	2%	4%	-4%	5%	0.1%
O=C(O)c1ccc2c(c1)NC(=O)C(N1CCCC1)S2 (stereo unspecified)	-9%	-30%	20%	-4%	3.7%	inhibitors of VEEV 10K pilot screen=0.6
CC(=O)Nc1nc(S(=O)(=O)c2ccc(C)cc2)c(Cl)s1	-11%	10%	2%	1%	3.6%
CCOC(=O)C1=C(C)N(CCCCCC(=O)O)C(=O)NC1c1ccccc1OS(=O)(=O)c1ccc(C)cc1 (stereo unspecified)	6%	-9%	-5%	-4%	0.1%
O/N=C/C1=C(Cl)c2ccccc2CC1	0%	18%	-2%	125µM*	1.8%
CC(=O)Nc1ccc(NC(=O)C(C)Oc2ccccc2F)cc1 (stereo unspecified)	-8%	-3%	-18%	17%	i
CCOc1ccccc1Oc1cn[nH]c1-c1ccc(OCC(=O)NN)cc1O	-1%	-12%	3%	3%	1.4%
COC(=O)N/N=C/c1ccc([N+](=O)[O-])s1	-5%	i	8%	-4%	i
CCOc1ccc(NC(=O)Cn2nnc(-c3ccccc3NC(=O)c3cccs3)n2)cc1	3%	-8%	5%	-9%	2.5%
COc1ccc(CCN2CC(C(=O)N(C)CCn3nc(C)cc3C)CCC2=O)cc1 (stereo unspecified)	0%	-14%	-7%	2%	1.4%
Cc1onc(-c2c(F)cccc2Cl)c1C(=O)NCc1ccc(F)cc1	-2%	-18%	-6%	-8%	0.4%
Cc1c(Cl)cccc1NC(=O)CSc1sc2c(O)cc(=O)[nH]c2c1C#N	5%	15%	4%	8%	1.1%
O=C(COc1ccccc1Cl)NCc1ccncc1	-3%	-6%	-5%	6%	1.7%
Cc1ccc(NC(=O)CSc2nnc(-c3cccs3)o2)cc1S(=O)(=O)N1CCCCC1	-4%	-3%	-3%	-1%	0.0%
COc1cccc(N2CCN(Cc3nc4scc(-c5ccccc5)c4c(=O)[nH]3)CC2)c1	30%	33%	3%	9%	8.2%
CS(=O)(=O)NCCSCc1ccco1	2%	-2%	-9%	1%	i
C=CCc1cccc(CNc2ccc(Br)cc2)c1O	7%	42%	5%	-1%	1.2%
O=c1c2ccccc2nc(SCc2cccc(F)c2)n1C1CCCC1	8%	42%	4%	3%	1.3%
CCOc1ccc(NC(=O)NCCN2CCN(c3ccccc3F)CC2)cc1	-6%	13%	26%	7%	0.1%
COc1cccc(NC(=O)Nc2cc(C(=O)NCC3CCCO3)ccc2N2CC3CC(C2)c2cccc(=O)n2C3)c1 (stereo unspecified)	-1%	4%	7%	-13%	0.3%
Cc1ccc(NS(=O)(=O)c2ccc(C(=O)NCc3cccnc3)cc2)cc1	-14%	-11%	-6%	-1%	0.8%
CCCc1cc(=O)oc2cc(C)cc(OCC(=O)NCc3ccccn3)c12	3%	3%	5%	-11%	3.0%
COC(=O)c1sc(NC(=O)c2cc(C)on2)nc1C	-2%	10%	-7%	-2%	2.9%
O=C(Nc1ccc(C(=O)O)cc1)/C(=C\c1ccco1)NC(=O)c1ccc(Br)o1	2%	-6%	3%	9%	3.5%
Cn1c(NC(=O)c2ccc(Br)o2)cc(=O)n(C)c1=O	-3%	-2%	-14%	11%	1.0%
COc1ccc(/C=N/NC(=O)c2cc[n+]([O-])cc2)cc1O	-18%	50%	19%	4%	0.7%
COC(=O)C1=C(C)N(CC2CCCO2)C(=O)/C1=C\c1ccc(O)cc1 (stereo unspecified)	-15%	2%	-6%	0%	2.6%
Clc1ccc(C(Cn2ccnc2)OCc2c(Cl)cccc2Cl)c(Cl)c1 (stereo unspecified)	?	?	-11%	3%	5.0%
CCCn1c(Cc2ccccc2)nnc1SC(C)C(=O)NC1CC1 (stereo unspecified)	3%	9%	-13%	/	i
CC(C)(C)OC(=O)N1CCN(CCNC(=O)c2ccccc2)CC1	-2%	-13%	-23%	-2%	i
CCOc1ccc2[nH]c(=O)c(CN(CCc3ccccc3)C(=O)c3cnccn3)cc2c1	1%	6%	1%	5%	1.9%
Cc1cccc(NS(=O)(=O)c2cccc(C(=O)N3CCC3)c2)c1	-8%	-5%	-3%	/	1.8%
Cc1ccc(CCC(=O)Nc2ncc(Cc3cccc(Cl)c3Cl)s2)o1	-3%	-6%	-2%	0%	11%
CCNc1nc(NCC)nc(OCCOC(=O)COc2ccc(Cl)cc2Cl)n1	0%	55%	-16%	-2%	1.4%
Cc1nc2ccccc2c2nc(N)nn12	-5%	-14%	-13%	9%	i
CCN(C[C@H]1N[C@@](Cc2ccccc2)(C(=O)OC)[C@H]2C(=O)N(Cc3ccccc3)C(=O)[C@@H]12)C(=O)c1ccc(F)cc1	1%	10%	-2%	/	i
C#CC[N+]1(CC#Cc2ccccc2)CCCC1	-8%	-10%	1%	7%	0.5%

Screens: PubChem, Southern Research Specialized Biocontainment Screening Center

The order is random. About 1.6% of those tested had a hit in this group.
